TAG inh: inhibitors of triacylglycerol accumulation. H9c2 cells, Nile Red lipid (TAG) fluorescence; cells loaded with 200 µM oleic acid. inhibition, % at 12.5 µM. 230,000 compounds, 0.66% hits. AID 651582;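 active = pattern-corrected inhibition of lipid staining of at least 50% with the nuclear-stain viability signal not falling by more than 50%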;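 note: 0% = DMSO wells and 100% = triacsin C control wells; some results filed as inactive read as strong as hits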
TAG inh DAPI viability: recorded beside TAG inh, whose call it bears; DAPI nuclei signal change (viability), lower = more cytotoxic, %;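 whole-well DAPI fluorescence read on a plate reader as a viability signal; minus 50 percent equals half of cells still viable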
Numbers without * were called inactive. Some of the compounds tested, so the mix of outcomes need not match the whole.

SMILES	TAG inh	TAG inh DAPI viability
Cc1cc(C)c(NC(=O)COC(=O)C2CCN(c3ccc(C(F)(F)F)cn3)CC2)c(Cl)c1	-7.0	0.1
CCOc1ccc(C(=O)N2CCCC(c3nc(-c4cccs4)no3)C2)cc1 (stereo not given)	-2.6	-6.4
CC(C)n1c(N)c(C#N)c2ccc([N+](=O)[O-])cc2c1=O	8.2	-0.4
O=C(CN1C(=O)/C(=C\c2ccccc2Cl)Oc2ccccc21)NCc1cccnc1	2.1	14.2
CC(C)OC(=O)NC(C)(C)COC(=O)Nc1cccc(Cl)c1	13.3	-7.3
CC(=O)NC1CC2CCCC(C1)N2C(=O)Nc1c(C)cccc1C (stereo not given)	5.6	-2.7
COc1ccccc1CNC(=O)c1cccc(N(C)C)c1	-9.9	-0.6
O=C(COC(=O)Cc1ccc(Cl)cc1)NCc1ccc2c(c1)OCO2	-3.0	-0.7
CCN(CC)CCn1c2ccccc2c(=O)c2c(O)ccc(O)c21	-7.6	1.4
COC(=O)C[C@H]1c2cc(C(F)(F)F)ccc2S(=O)(=O)N1C1CCCC1	-6.8	-10.3
COc1cccc(CN(C)C(=O)CCNC(=O)c2ccc(Br)cc2)c1	8.4	0.2
CCOc1cc(S(=O)(=O)NC2CC(C)(C)NC(C)(C)C2)ccc1F	19.2	-8.2
CCOC(=O)c1ccccc1NC(=O)COc1ccccc1	-7.2	-1.1
CC(CN1CCOCC1)OC(=O)/C=C/c1ccccc1 (stereo not given)	14.0	-9.3
COc1ccc(C(CNC(=O)c2ccc(S(=O)(=O)N3CCCC3)cc2)N(C)C)cc1OC (stereo not given)	-7.8	-0.3
COCCCN1C(=O)c2ccc(C(=O)OCC(=O)N(CCC#N)c3cc(C)cc(C)c3)cc2C1=O	-5.1	28.5
CC1(C)Cc2nc3oc4c(N(CCO)Cc5ccccc5)ncnc4c3cc2CO1	-78.1	-4.1
COc1ccc(OC)c(C(=O)Cn2c3[n+](c4ccc(C(F)(F)F)cc42)CCCCC3)c1	-25.8	8.8
Cc1ccc(C(=O)C[n+]2cc(Br)cc(Br)c2)cc1[N+](=O)[O-]	-4.0	19.1
O=C(NCC1CCCO1)c1ccccc1-c1nc(-c2ccccc2)no1 (stereo not given)	-2.5	-16.3
Cc1cccc(NC(=O)[C@@H]2CCCN2S(=O)(=O)c2ccc(Cl)cc2)c1	-8.1	-8.1
Cn1ncc(C#N)c1/N=C/N1CCOCC1	6.7	-1.0
CC(C)CN(C(=O)COC(=O)c1c(Cl)ccc(Cl)c1Cl)C1CCS(=O)(=O)C1 (stereo not given)	-22.8	1.8
O=c1c[n+]([O-])c2ccccc2n1OCc1ccccn1	-4.1	2.8
O=C1c2ccccc2-c2cccc(C(=O)N3CCN(C(=O)c4ccccc4)CC3)c21	-5.3	5.2
O=C(COC(=O)C1CCN(S(=O)(=O)c2ccc(Cl)c(C(F)(F)F)c2)CC1)NCC1CCCO1 (stereo not given)	6.6	1.5
CSc1ccc(CN(C)CC(=O)Nc2ccc(NC(C)=O)cc2)cc1	-14.4	6.6
COc1ccccc1CNC(=O)COC(=O)CSc1ccc(F)cc1	-19.2	-0.8
O=C(CCC(=O)c1cccs1)NCc1ccccc1Cl	-25.8	0.3
Cc1ccc(C(=O)Nc2nc(-c3ccccn3)cs2)cc1S(=O)(=O)N1CCOCC1	-30.8	-25.2
OCC1(CCc2ccccc2)CCN(Cc2ccccc2Cl)CC1	-3.2	12.2
CCCCC1(c2ccc(F)cc2)NC(=O)N(CC(=O)N2CCN(C(=O)c3ccco3)CC2)C1=O (stereo not given)	6.3	-6.3
O=[N+]([O-])c1ccc2n[nH]nc2c1	-14.2	1.1
COC(=O)c1ccc(NCc2cc(O)ccc2O)cc1O	41.5	-46.5
CCCC[C@H]1COCCS(=O)(=O)N1Cc1ccc(C)cc1	3.1	-6.4
CCc1nnc(NS(=O)(=O)c2ccc(NC(=O)c3ccccc3C)cc2)s1	5.3	1.8
Cc1ccccc1CSc1ccc2nnc(-c3ccccn3)n2n1	0.2	-6.1
COC(=O)C1=C(C)N(CCCC(=O)O)C(=O)NC1c1ccc(C(F)(F)F)cc1 (stereo not given)	5.4	7.2
COc1ccc(S(=O)(=O)Nc2cccnc2)c(C)c1C	3.1	2.0
O=C(CC1Sc2ccccc2NC1=O)NNc1ccc(Cl)cc1Cl (stereo not given)	3.6	9.4
Fc1ccc(C(c2nnnn2C2CCCC2)N2CCN(Cc3ccccc3)CC2)cc1 (stereo not given)	-28.9	-6.5
CCNC(=O)O/N=C(\C)c1sc(-c2ccccc2)nc1C	-32.1	2.5
COc1cc(C(=O)NCCOc2ccc(Cl)cc2)ccc1OCc1c(C)noc1C	-0.8	-37.3
OC[C@@H](O)C(O)[C@@H](O)CO (stereo not given in full)	-8.7	3.6
Cc1cccc(-n2ncc3c(N(CCO)CCO)ncnc32)c1	1.3	-8.4
Cc1ccc(S(=O)(=O)N/N=C/c2cc(Br)ccc2O)cc1	1.6	-3.7
O=S(=O)(Nc1ccc(Oc2ncccn2)c(Cl)c1)c1ccc(Cl)cc1	-18.4	3.7
Cn1cccc1C(=O)NCC1COc2ccccc2O1 (stereo not given)	0.1	-6.5
c1cncc(-c2nnc(-c3cccnc3)nn2)c1	-1.2	2.7
Clc1cccc(CSc2nnc(-c3c[nH]c4ccccc34)o2)c1	-8.2	3.2
Cc1ccc(S(=O)(=O)NC(=O)C2(C)CCN2C(=O)C2CCCCC2)nc1 (stereo not given)	-1.8	-1.2
Cc1cc(C)nc(NC(=O)C(C)N2C(=O)c3ccccc3C2=O)n1 (stereo not given)	4.2	0.8
Cc1ccc(NC(=O)C2CCCN(S(=O)(=O)c3c(C)noc3C)C2)cc1 (stereo not given)	4.7	7.8
Cc1ccccc1Nc1c([N+](=O)[O-])cncc1[N+](=O)[O-]	11.1	2.4
Clc1ccc(C#Cc2cccnc2)cc1	-12.1	7.9
COc1ccc(C2CC(=O)C3=C(C2)NC(C)=C(C#N)C3c2ccc(N(C)C)cc2)cc1 (stereo not given)	14.1	4.2
O=C(COC(=O)c1ccccn1)Nc1cccc2ccccc12	-5.7	2.1
Cc1cc(=O)[nH]c(N/N=C/c2ccc3c(c2)OCCO3)n1	4.2	-7.7
CCN(C[C@H]1N[C@@](Cc2ccccc2)(C(=O)OC)[C@H]2C(=O)N(C)C(=O)[C@@H]12)S(=O)(=O)c1ccc(OC)cc1	1.3	-2.7
CCc1ccccc1NC1c2ccccc2C(=O)N1c1cccnc1 (stereo not given)	3.2	-9.8

Further structures follow.
SMILES	TAG inh	TAG inh DAPI viability
COc1ccc(C(=O)Nc2ccc([N+](=O)[O-])cn2)cc1OC	-0.5	6.1
CCN(CC)CCN(C(=O)CCS(=O)(=O)c1ccccc1)c1nc2cc(OC)c(OC)cc2s1	10.0	-3.9
CCN1C(=O)CS/C1=N\S(=O)(=O)c1ccc(Cl)cc1	3.5	-3.8
O=C(CCS(=O)(=O)c1cc(Br)cc2c1N(C(=O)C1CC1)CC2)NCc1ccco1	-3.0	3.8
O=C(CN1C(=O)C2CC=CCC2C1=O)Nc1ccc(F)c(Cl)c1 (stereo not given)	-5.0	-0.8
Cc1c(/C=N/Nc2ccc(C(=O)O)cc2)c2ccccc2n1C	-6.6	8.4
CN(NC1OC(=O)c2ccccc21)c1ccccc1[N+](=O)[O-] (stereo not given)	-3.4	1.6
CCN(CC)S(=O)(=O)c1ccc(OC)c(NC(=O)C2CC(=O)N(c3ccc(C)cc3)C2)c1 (stereo not given)	3.1	-5.3
COc1ccc(S(=O)(=O)Nc2ccccc2Cl)cc1NC(C)=O	2.2	3.9
O=C1CSC(c2cccnc2)N1c1cccc(Cl)c1 (stereo not given)	5.0	8.9
O=C(CSc1ncccn1)NCC1CCCO1 (stereo not given)	3.1	-3.2
O=C(COC(=O)c1ccc(F)cc1Cl)NC(=O)NC1CCCC1	-8.1	6.5

Next part; the last 7 above are carried over.
SMILES	TAG inh	TAG inh DAPI viability
Cc1c(/C=N/Nc2ccc(C(=O)O)cc2)c2ccccc2n1C	-6.6	8.4
CN(NC1OC(=O)c2ccccc21)c1ccccc1[N+](=O)[O-] (stereo not given)	-3.4	1.6
CCN(CC)S(=O)(=O)c1ccc(OC)c(NC(=O)C2CC(=O)N(c3ccc(C)cc3)C2)c1 (stereo not given)	3.1	-5.3
COc1ccc(S(=O)(=O)Nc2ccccc2Cl)cc1NC(C)=O	2.2	3.9
O=C1CSC(c2cccnc2)N1c1cccc(Cl)c1 (stereo not given)	5.0	8.9
O=C(CSc1ncccn1)NCC1CCCO1 (stereo not given)	3.1	-3.2
O=C(COC(=O)c1ccc(F)cc1Cl)NC(=O)NC1CCCC1	-8.1	6.5
O=C(C1CCN(CC2CCCCC2)CC1)N1CCCC1	7.0	0.2
COc1cc(C2Nc3ccccc3NC3=C2C(=O)CC(c2ccc(OC)c(OC)c2)C3)ccc1O (stereo not given)	-2.8	-2.1
CCN(CC)S(=O)(=O)c1ccc(N2CCN(C)CC2)c(NC(=O)COc2ccc(F)cc2Cl)c1	3.5	15.1
O=C(NCc1ccccc1)c1cc2ccccc2oc1=O	6.6	1.0
CC1=C(C(=O)NC2CCCc3c2cnn3-c2cccc(C)c2C)OCCO1 (stereo not given)	-2.5	1.2
CC1CCCC(NC(=O)COC(=O)[C@@H](NC(=O)c2ccco2)C(C)C)C1C (stereo not given in full)	-6.3	-6.6
O=C(CCN1C(=O)C2CCCCC2C1=O)Nc1nc(-c2ccccc2)cs1 (stereo not given)	2.8	5.1
CCn1c(=O)n(CC)c2cc(S(N)(=O)=O)ccc21	2.2	11.1
Cn1c(Oc2ccccc2NCc2cccc(Br)c2)cc(=O)n(C)c1=O	15.8	0.0
COc1cc(C(=O)N/N=C/c2ccccn2)cc(OC)c1OC	9.3	-10.7
CCOC(=O)C1=C(C)N=C2SCCC(=O)N2[C@@H]1/C=C/c1ccccc1	19.4	-7.4
CCN(CC)S(=O)(=O)c1ccc(N2CCN(C)CC2)c(NC(=O)CSCC(=O)Nc2cccc(C)c2)c1	-8.5	1.9
CS(=O)(=O)N1CCC(C(=O)N2CCN(c3ccccc3F)CC2)CC1	10.7	-9.0
CCc1ccccc1NC(=O)C1CCCN(S(=O)(=O)c2c(C)noc2C)C1 (stereo not given)	0.6	1.7
CCCCOC(=O)c1ccc(NC(=O)C(=O)NCCN(CC)CC)cc1	7.7	12.6
CC1CN(S(=O)(=O)c2cccc(C(=O)NCCC3=CCCCC3)c2)CC(C)O1 (stereo not given)	4.1	0.8
COCCn1c(SCC(=O)Nc2ccc(F)cc2F)nc2c([nH]c3ccccc32)c1=O	-19.5	-8.8
O=C(O)c1cc2nc(C3CC3)cc(C(F)(F)F)n2n1	3.8	8.0
CNS(=O)(=O)c1cccc(C(=O)OCc2cc(=O)n3cc(Br)ccc3n2)c1	1.4	4.3
Cc1cnc(C(=O)OCC(=O)Nc2ccc(C)c(S(=O)(=O)N3CCOCC3)c2)cn1	-2.7	3.0
CCOC(=O)C(C)Sc1nc(=O)n2ccccc2n1 (stereo not given)	-3.5	-6.9
Cc1[nH]c2ccccc2c1NC(=O)CN1CCN(c2cccc(C(F)(F)F)c2)CC1	13.6	-8.5
CC1CCN(c2nc(N3CCCCC3)nc(N3CCCCC3)n2)CC1	8.3	17.3
C[C@H](O)C(=O)C1=Nc2c(nc(N)[nH]c2=O)NC1	8.6	-4.3

An excerpt of these results, with bars between the fields.
structure | TAG inh | TAG inh DAPI viability
O=C(O)c1cc2nc(C3CC3)cc(C(F)(F)F)n2n1 | 3.8 | 8.0
CNS(=O)(=O)c1cccc(C(=O)OCc2cc(=O)n3cc(Br)ccc3n2)c1 | 1.4 | 4.3
Cc1cnc(C(=O)OCC(=O)Nc2ccc(C)c(S(=O)(=O)N3CCOCC3)c2)cn1 | -2.7 | 3.0
CCOC(=O)C(C)Sc1nc(=O)n2ccccc2n1 (stereo not given) | -3.5 | -6.9

The list continues:
SMILES	TAG inh	TAG inh DAPI viability
CC1(C(=O)Nc2ccccc2Cc2ccccc2)CCN1Cc1ccccc1Cl (stereo not given)	-15.4	-1.6
CCC(C)Sc1ccc(-c2nc3ccc(Cl)cn3c2NCc2ccccc2)cc1 (stereo not given)	26.8	78.7
COc1ccccc1/C=C/C(=O)OCC(=O)Nc1ccc(Cl)cn1	-2.8	6.9
COc1ccccc1C(=O)NCC(=O)OC(C)C(=O)N(C)C1CCCCC1 (stereo not given)	-20.3	12.6
COc1ccc(NC(=O)/C(=C\c2cc(OC)c(OC)cc2[N+](=O)[O-])NC(=O)c2ccccc2)cc1	-34.1	-4.1
O=C(COc1ccccc1Cl)Nc1cccnc1	-11.8	11.6
CSc1ccccc1NC(=O)CN(c1ccccc1)S(=O)(=O)N(C)C	-8.5	10.0
C#CCSc1n[nH]c(=O)n1-c1cccc(C(F)(F)F)c1	-5.1	6.5
O=C(CCCN1C(=O)c2cccc3cccc(c23)C1=O)N1CCc2ccccc2C1	-17.7	11.3
CC1(C)NC(=O)N(CC(O)COC2CCCCC2)C1=O (stereo not given)	15.1	-9.9
CCOC(=O)CCCN1CC(O)=C(c2nc3ccccc3s2)C1=N	-22.8	4.6
CN(CCC#N)c1ncnc2scc(-c3ccccc3)c12	-14.0	12.4
CCOc1cc(C(=S)N2CCOCC2)ccc1OC(=O)c1ccc(C)cc1	5.8	-0.3
CC(C)CN(C(=O)COC(=O)COc1ccc2ccccc2c1)c1c(N)n(Cc2ccccc2)c(=O)[nH]c1=O	0.5	5.0

Looked up by structure from the list above (six):
SMILES	TAG inh	TAG inh DAPI viability
CC1(C(=O)Nc2ccccc2Cc2ccccc2)CCN1Cc1ccccc1Cl (stereo not given)	-15.4	-1.6
O=C(CCCN1C(=O)c2cccc3cccc(c23)C1=O)N1CCc2ccccc2C1	-17.7	11.3
CSc1ccccc1NC(=O)CN(c1ccccc1)S(=O)(=O)N(C)C	-8.5	10.0
COc1ccccc1C(=O)NCC(=O)OC(C)C(=O)N(C)C1CCCCC1 (stereo not given)	-20.3	12.6
COc1ccc(NC(=O)/C(=C\c2cc(OC)c(OC)cc2[N+](=O)[O-])NC(=O)c2ccccc2)cc1	-34.1	-4.1
C#CCSc1n[nH]c(=O)n1-c1cccc(C(F)(F)F)c1	-5.1	6.5
